P. falciparum M17LAP: P. falciparum M17LAP inhibitors, primary screen, biochemical, fluorogenic H-Leu-NHMec substrate, 1536-well (AID 1619) | recombinant M17LAP, H-Leu-NHMec fluorogenic kinetic assay; higher % means a stronger effect | one-dose inhibition, % at 30 µM; IC50 in µM for titrated hits | hit rate 0.38% among 220,000;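 active = compound inhibiting the enzyme by more than half at any dose during confirmatory dose-response retesting; inconclusive = strong single-dose inhibitors picked by rank but not retested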;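 also: plate controls were full reaction with DMSO carrier for no effect and no enzyme background for full effect; strong numbers were not always called active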
M1AAP inhibition: malaria alanyl aminopeptidase activity blockers – biochemical, fluorogenic H-Leu-NHMec substrate, 1536-well (AID 1445); recombinant M1AAP, H-Leu-NHMec fluorogenic kinetic assay; higher % means a stronger effect; inhibition, % at 30 µM, or IC50 in µM where a hit was titrated; hit rate 0.42% among 220,000;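 active = primary inhibition above the hit cutoff, then over 50% inhibition at one or more dose response concentrations, cut at about 23% in these data, passing the limit was not always enough; inconclusive = conflicting primary data, or primary hits not chosen for dose response; inactive = low primary inhibition, or under 50% at every dose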;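 also: plate controls were DMSO full reaction for no effect and no enzyme background for full effect; strong numbers were not always called active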
human PMI inhibition: inhibitors of human PMI, primary screen, biochemical, fluorescence intensity, coupled assay (AID 1209). inhibition, % at 20 µM; hits with a dose series show IC50 in µM. purified PMI enzyme, coupled fluorescence intensity; higher % means a stronger effect. hit rate 0.42% among 190,000;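 also: plate controls were DMSO vehicle for no effect and wells lacking substrate for full effect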
CSM14.1 death rescue: rescue of cells from ER stress-induced death, primary screen, 384-well, CSM14.1, thapsigargin, ATP luminescence (AID 1222); CSM14.1 thapsigargin-induced death rescue, ATP luminescence; higher % means a stronger effect; cellular ATP content (survival), % at 20 µM; hits with a dose series show EC50 in µM; 190,000 tested, under 10 active;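 active = EC50 below 50 µM in the dose-response confirmation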;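 also: death triggered by thapsigargin at about 15 µM added after 2 h compound pretreatment; cell ATP read after overnight thapsigargin exposure of roughly 18 to 22 hours; normalized against plate controls of thapsigargin alone and 5% DMSO vehicle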
human PMI inhibitors: MPI inhibition at elevated mannose 6-phosphate – biochemical, fluorescence intensity, high mannose 6-phosphate, primary screen (AID 1220) | one-dose inhibition, % at 20 µM; IC50 in µM for titrated hits | hit rate 0.66% among 190,000 | recombinant PMI enzyme, coupled fluorescence intensity; higher % means a stronger effect
Myeloid diff 2: myeloid differentiation induction; ER-HoxA9 myeloid progenitors, lysozyme-GFP differentiation, flow cytometry; calls only at 10 µM; hit rate 1% among 360,000; AID 624256;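 active = normalized GFP-positive differentiation at or above the plate's own cutoff, the solvent-only control mean plus 3 SD; inconclusive = no clear call, values can overlap the other calls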;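 also: cells exposed to compound for four days before flow analysis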
XIAP antagonists: small molecules displacing peptide from XIAP – biochemical, IAP family, fluorescence polarization (AID 1018) | XIAP BIR domain, fluorescence polarization peptide displacement; higher % means a stronger effect | displacement, % at 20 µM, or IC50 in µM where a hit was titrated | hit rate 0.007% among 200,000; in the data active = displacement above about 50%; also: a part of the inactive calls stands beside numbers as strong as those of hits
LYP inhibition: PTPN22 lymphoid phosphatase activity blockers – biochemical, fluorescence intensity, uHTS (AID 1779). recombinant LYP phosphatase, fluorescence intensity; higher % means a stronger effect. hit rate 0.054% among 290,000. inhibition, % at 11.5 µM, or IC50 in µM where a hit was titrated;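 also: plate controls were vehicle with enzyme for no effect and no enzyme for full effect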
TNAP activators: stimulation of alkaline phosphatase TNAP activity – biochemical, luminescent, no phosphate acceptor, uHTS, primary screen (AID 1001); purified TNAP, luminescent activation assay, no phosphate acceptor; higher activation fold means a stronger effect; one-dose activation fold at 20 µM; EC50 in µM for titrated hits; hit rate 0.03% among 200,000; in the data active = activation fold from about 3, or a potency from the dose series; inactive = the rest, 99 in 100 with activation fold below about 1.6; also: many of its hits are not listed in these tables
Myeloid diff 2 GFP+ MAC1+ %: also measured in Myeloid diff 2; calls as there; GFP+ MAC1+ double positive, %; measured here: differentiation confirmed by MAC1 staining
* hit, by the source's call; i = inactive; ? = inconclusive; . = no result given. Rule as the data show it, unless noted: active = inhibition above about 50%; inactive = the rest.

SMILES	P. falciparum M17LAP	M1AAP inhibition	human PMI inhibition	CSM14.1 death rescue	human PMI inhibitors	Myeloid diff 2	Myeloid diff 2 GFP+ MAC1+ %	XIAP antagonists	LYP inhibition	TNAP activators
Cc1cccc(NC(=S)N(Cc2cccc(Br)c2)CC2CCC(C(=O)O)CC2)c1 (stereo not drawn)	15%	-1%	8%	-13%	18%	i	1.1	-18%	0%	1
Cc1ccc(-c2nc(CSc3nc4ccccc4c(=O)n3CCO)cs2)cc1	14%	2%	17%	-2.0%	18%	i	1.0	-5.7%	2%	1
O=C(Nc1ccccc1)C1=C[C@H](C2CC2)C[C@H](OCCCCO)O1	-3%	-2%	11%	-0.8%	21%	i	1.9	-2.4%	-4%	1.1
O=C(CN1CCN(c2ncccn2)CC1)N1CCCC1	.	.	14%	-1.7%	9%	i	0.1	-1.2%	-6%	1.1
CCOC(=O)C(NC(C)=O)(Nc1ccc(S(=O)(=O)Nc2ccncn2)cc1)C(F)(F)F (stereo not drawn)	11%	0%	-8%	2.3%	1%	i	0.8	-3.8%	-8%	1.1
CCOc1c2ccc(C(=O)NCCCCc3ccccc3)cc2nn1CC	-12%	3%	7%	-0.9%	11%	i	1.3	-7.0%	-2%	1.1
Cc1cccc(Nc2nc(N)nc(CCl)n2)c1	-6%	-5%	.	.	.	i	0.4	.	-4%	.
C=CCn1c(SCC(=O)c2ccc(F)cc2)nnc1-c1ccc2c(c1)OCO2	7%	4%	-17%	-0.5%	-12%	i	0.7	-9.6%	1%	1.1
Cc1sc2nc(C3CC3)nc(SCC(=O)NCc3ccco3)c2c1C	21%	1%	-2%	1.2%	6%	i	3.4	-4.5%	4%	1.1
NS(=O)(=O)c1ccc(NC(=O)C2CCCO2)cc1 (stereo not drawn)	-4%	-3%	8%	-3.3%	3%	.	.	-3.6%	-3%	1.1
OC(COc1ccc2ccccc2c1Cl)CN1CCOCC1 (stereo not drawn)	11%	10%	10%	-3.1%	12%	i	1.1	-4.7%	-6%	1.1
CC1CC(C)CN(C(=O)CSc2nc3ccsc3c(=O)n2Cc2ccccn2)C1 (stereo not drawn)	12%	18%	8%	-1.3%	1%	i	6.6	-5.3%	-8%	1.2
CC(C(=O)Nc1ccccc1Sc1ccccc1)N(c1ccccc1)S(C)(=O)=O (stereo not drawn)	0%	2%	13%	4.6%	10%	i	0.6	-1.9%	0%	1.1
CN(Cc1ccccc1)c1ccc(C(=O)O)cc1[N+](=O)[O-]	-2%	0%	-8%	2.3%	-15%	i	0.4	-3.0%	-9%	1
Cc1nn(CCCC(=O)Nc2sc3c(c2C#N)CCC3)c(C)c1[N+](=O)[O-]	-10%	10%	9%	-0.9%	8%	i	0.6	-1.9%	-1%	1
Cc1[nH]c(=O)[nH]c(=O)c1S(=O)(=O)Nc1ccc(Oc2ccccc2)cc1	-4%	10%	-5%	-2.1%	-20%	i	0.3	-9.0%	0%	1
CCc1cc2c(=O)nc3n(c2s1)Cc1ccccc1/C3=C(/O)c1ccc(F)cc1	-9%	7%	-62%	-0.5%	-82%	i	0.8	-3.8%	6%	0.8
O=C(CNC(=O)c1ccco1)N=Nc1c(O)n(CCc2ccccc2)c2ccccc12	8%	5%	.	.	.	?	.	.	-2%	.
CNC(=O)OCCSCCS(=O)(=O)c1ccc(Cl)cc1	-2%	4%	.	.	.	i	0.7	.	-2%	.
CCOC(=O)Cn1c(=O)oc2cc(S(=O)(=O)N(C)Cc3ccccc3)ccc21	-5%	3%	.	.	.	i	0.1	.	-9%	.
COc1ccc(-c2nnnn2C)cc1S(=O)(=O)NCCc1ccccc1	-2%	-2%	-7%	14%	-1%	i	0.9	-5.8%	0%	1.1
COc1ccc(NC2=NC3(CCCCC3)N=C(N)N2)cc1	-7%	3%	-9%	-1.6%	-5%	i	0.5	-6.4%	0%	1
COC(=O)c1ccccc1NC(=O)CN1CCC(n2nnc3cc(C(F)(F)F)ccc32)CC1	3%	-2%	14%	-3.5%	2%	i	0.5	-8.6%	-5%	1
Cc1cc2ncn(C(=O)c3c(-c4c(Cl)cccc4Cl)noc3C)c2cc1C	2%	-4%	9%	2.4%	7%	i	0.4	-2.8%	-8%	1.1
C=CCSc1nc(N)c(C(=O)Nc2ccccc2OC)cc1C(=O)Nc1ccccc1	-2%	13%	6%	3.8%	7%	i	1.6	-13%	-6%	1.1

Some of the entries so far, with two lines to a compound:
Second line of a record: P. falciparum M17LAP	M1AAP inhibition	human PMI inhibition	CSM14.1 death rescue	human PMI inhibitors	Myeloid diff 2	Myeloid diff 2 GFP+ MAC1+ %	XIAP antagonists	LYP inhibition	TNAP activators
CNC(=O)OCCSCCS(=O)(=O)c1ccc(Cl)cc1
  -2%	4%	.	.	.	i	0.7	.	-2%	.
CCOC(=O)Cn1c(=O)oc2cc(S(=O)(=O)N(C)Cc3ccccc3)ccc21
  -5%	3%	.	.	.	i	0.1	.	-9%	.
COc1ccc(-c2nnnn2C)cc1S(=O)(=O)NCCc1ccccc1
  -2%	-2%	-7%	14%	-1%	i	0.9	-5.8%	0%	1.1
COc1ccc(NC2=NC3(CCCCC3)N=C(N)N2)cc1
  -7%	3%	-9%	-1.6%	-5%	i	0.5	-6.4%	0%	1
COC(=O)c1ccccc1NC(=O)CN1CCC(n2nnc3cc(C(F)(F)F)ccc32)CC1
  3%	-2%	14%	-3.5%	2%	i	0.5	-8.6%	-5%	1
Cc1cc2ncn(C(=O)c3c(-c4c(Cl)cccc4Cl)noc3C)c2cc1C
  2%	-4%	9%	2.4%	7%	i	0.4	-2.8%	-8%	1.1

Carrying on:
SMILES	P. falciparum M17LAP	M1AAP inhibition	human PMI inhibition	CSM14.1 death rescue	human PMI inhibitors	Myeloid diff 2	Myeloid diff 2 GFP+ MAC1+ %	XIAP antagonists	LYP inhibition	TNAP activators
C=CCn1c(C2CC(=O)N(c3ccc(C)cc3)C2)nc2ccccc21 (stereo not drawn)	-9%	5%	-5%	-0.7%	2%	i	1.2	-6.3%	0%	1.1
COc1ccccc1NC(=S)N1CCN(C(=O)C2CCCO2)CC1 (stereo not drawn)	-5%	3%	8%	0.8%	12%	i	0.2	-4.4%	-4%	1.1
O=S(=O)(Nc1cc(Cl)ccc1N1CCCCC1)c1cccs1	-1%	3%	-24%	.	-57%	i	0.9	-4.8%	5%	1.1
COc1ccc(-c2nc3ccccc3c(C(=O)Nc3ccc(S(=O)(=O)Nc4cc(C)on4)cc3)c2C)cc1	32%	13%	-1%	-2.9%	-9%	i	0.9	-4.3%	4%	1.1
COc1ccc(S(=O)(=O)NC(Cc2cnc[nH]2)C(=O)O)cc1 (stereo not drawn)	15%	1%	21%	-3.8%	4%	i	0.7	-4.1%	-7%	1
COc1cc(C2C(C(=O)c3ccco3)=C(O)C(=O)N2CCc2ccccc2)ccc1O (stereo not drawn)	26%	14%	16%	-0.2%	12%	i	0.7	-18%	4%	1
COc1ccc(CCNC(=O)CC2SC(=NCc3ccccc3OC)NC2=O)cc1 (stereo not drawn)	-6%	14%	6%	1.0%	-1%	i	0.7	-0.1%	-8%	1.1
CSc1ccccc1NC(=O)c1cc(CC(C)C)on1	-2%	7%	13%	1.8%	9%	i	3.0	-1.1%	1%	1.1
COc1ccc(CNCC(O)(c2ccccc2)c2ccc(Cl)cc2)cc1 (stereo not drawn)	-1%	5%	18%	-2.9%	17%	i	1.2	1.7%	3%	1.1
O=C1CCCN1CCCNC(=S)Nc1ccc(Cl)cc1Cl	12%	-1%	-2%	1.3%	3%	i	0.4	-3.4%	-3%	1
CC(=O)Nc1ccc(SC[C@H](CC(C)C)N2CCN(CCc3ccccc3)CCC2=O)cc1	4%	5%	.	.	.	i	2.0	.	-8%	.
O=C(c1cc(-c2ccc(F)cc2)on1)N1CCCC1	-5%	3%	5%	-3.8%	4%	i	1.6	-0.7%	-7%	1.1
Cc1ccc(SCCNS(C)(=O)=O)cc1	-5%	2%	11%	-3.3%	4%	i	1.0	-8.5%	0%	1.1
COc1ccc(CCN2C(=O)CC(Sc3ncccc3C(=O)O)C2=O)cc1OC (stereo not drawn)	9%	16%	5%	-0.3%	-3%	i	2.4	-7.1%	0%	1.1
CCOC(=O)CSc1nnc2n(Cc3ccccc3)c(=O)c3c4c(sc3n12)CCC4	4%	11%	3%	-0.8%	-1%	i	0.4	0.4%	-1%	1
c1ccc(C2=NNC(c3ccco3)=Nc3ccccc32)cc1	-2%	10%	7%	0.5%	-2%	i	0.5	-1.2%	-4%	1
CC(C)OCC(O)CS(=O)(=O)Cc1ccccc1 (stereo not drawn)	13%	12%	11%	-1.2%	-1%	i	1.2	-5.3%	-14%	1.1
O=C(/C=C\NCC(=O)c1ccccc1)c1ccccc1	15%	-2%	-56%	0.5%	-146%	i	2.4	-4.6%	-10%	1
O=C(CN(Cc1ccccc1)S(=O)(=O)c1ccc2c(c1)OCCO2)Nc1ccc2c(c1)OCCO2	11%	8%	14%	-0.6%	11%	i	1.3	-8.3%	8%	1.1
CC(C)Cn1c(N)c(C(=O)COC(=O)c2cc(F)cc(F)c2)c(=O)n(C)c1=O	4%	2%	1%	-0.1%	13%	.	.	-12%	1%	1.1
CCCCCc1ccc(-c2ccc(OC)cc2)nc1	1%	-2%	21%	2.7%	14%	i	0.2	-1.2%	-2%	1
COc1ccc(N2C(C(C)=O)=NN(c3ccccc3)C2c2cccs2)cc1 (stereo not drawn)	0%	3%	12%	1.2%	11%	i	2.5	-0.8%	-2%	1.1
COc1cccc(/C=C/C(=O)c2ccc[nH]2)c1	9%	22%	7%	-1.2%	0%	i	1.9	-7.1%	-6%	1.1
Cc1c(C(=O)N2CCCCC2)sc(NC(=O)C(C)C)c1C#N	14%	2%	-5%	-0.2%	-3%	i	6.9	-1.3%	-8%	1
Cc1ccc(NC(=O)CN2C(=O)CN(C)C2=O)cc1S(=O)(=O)N1CCCCC1	-2%	-2%	8%	0.8%	13%	i	0.4	-5.1%	-9%	1.1
CN(Cc1ccccc1)C(=O)CCSc1nc(-c2ccc3c(c2)OCO3)cc(C(F)(F)F)n1	-13%	1%	18%	-0.7%	19%	i	0.7	-7.2%	5%	1
Cc1cccc(NC(=O)c2cccc(NC(=O)Cc3cccs3)c2)c1	-2%	1%	17%	0.7%	8%	i	0.4	-2.7%	-3%	1.1
O=C(c1ccco1)N1CCN(Cc2cn[nH]c2-c2ccc(F)cc2F)CC1	3%	1%	4%	1.0%	2%	i	0.1	-11%	-4%	0.2
O=C(NCC1COc2ccccc2O1)c1cc2ccccc2o1 (stereo not drawn)	1%	-9%	3%	-1.4%	-1%	i	0.5	-5.8%	0%	1.1

Screening data from PubChem.
